# Screening results: PubChem BioAssay, several laboratories
# ABCB6 inh MLPCN – human ABCB6 transporter inhibition. Q9NP58. 360,000 tested, 0.19% active. AID 602162. K562-ABCB6 porphyrin accumulation, flow cytometry, 1 h; hits give low values. fluorescence ratio to DMSO, % at 10 µM;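 active = fluorescence ratio to DMSO below 75%, the collection mean minus 3 SD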;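 also: signal is porphyrin accumulated inside mitochondria; 100% equals median channel fluorescence of DMSO control wells; lower ratio means ABCB6 inhibition with less porphyrin fluorescence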
# Cardio protect – modulators protecting cardiomyocytes from myocardial damage. AID 588492. H9c2 cardiomyocytes, H2O2 injury protection, ATPLite, 2 h. 360,000 tested, 0.63% active. protection from H2O2 cell death, % at 20 µM;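 active = compounds giving at least 50% protection of heart cells from peroxide-induced death in the single-dose screen, raw or plate-pattern-corrected value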;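 also: 0% = DMSO wells with peroxide and 100% = DMSO wells without peroxide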
# MC4R barr agon – agonists of human melanocortin 4 receptor (MC4R) beta-arrestin | U2OS MC4R beta-arrestin complementation, luminescence; percent of melanotan II response, DMSO zero | P32245 | activation, % at 8.9 µM | 360,000 tested, 0.98% active;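 active = activation above a per-plate cutoff, the mean activation of sample wells on that plate plus 3 SD, cut at about 8% in these data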
# aDG glyco act – increases alpha dystroglycan glycosylation | 360,000 tested, 0.22% active | AID 624168 | activation, % at 10 µM | Pro5-aDG cells, alpha-DG glycosylation AlphaScreen (IIH6); 0% Pro5, 100% B10-LARGE cell signal;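 active = activation of at least 8% versus controls, or a plate z-score of at least 8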;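 also: Pro5 are CHO cells carrying HIG-tagged alpha-DG that lacks glycosylation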
# MC4R antagonist – antagonists of human melanocortin 4 receptor (MC4R); 360,000 tested, 0.48% active; MC4R-expressing cells, MTII-stimulated cAMP, LANCE TR-FRET; P32245; inhibition, % at 6.5 µM;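 active = inhibition above its plate's cutoff, the mean of tested wells on that plate plus 3 SD, cut at about 29% in these data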;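 also: 0% = Melanotan II alone and 100% = Melanotan II plus saturating MCL0020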
#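 System: U2OS cells stably expressing human melanocortin 4 receptor (MC4R). Reagent: Melanotan II challenge after compound preincubation. Doses: 6.5 µM. Times: 30-min compound, 1-h challenge, 1-h detection, room temperature. Measured by: TR-FRET with Eu-cAMP and labeled anti-cAMP, 671 nm. Replicates: singlicate.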
# hiPSC survival – increases survival of single human iPS cells; hiPSC single-cell survival, ATPlite luminescence; 100% = ROCK inhibitor wells, 0% = DMSO; 360,000 tested, 0.044% active; survival enhancement, % at 20 µM; in the data active = survival enhancement above about 18%;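 also: cells exposed to compounds for 16 hours before the ATP read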
# HTR2A ag – activates the mouse 5-HT2A serotonin receptor. P35363. 360,000 tested, 0.66% active. activation, % at 7.6 µM. CHO-K1 mHTR2A beta-arrestin complementation, luminescence; percent of 30 µM serotonin response. AID 624169;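 active = activation above a run cutoff, the mean activation of all tested compounds plus 3 SD, cut at about 14% in these data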;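 also: 0% = plate median of compound wells and 100% = 30 µM serotonin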
# N-glyco inh – blocks N-linked glycosylation in D54 reporter cells. reporter increase, % at 12.5 µM. 360,000 tested, 0.23% active. AID 588692. D54 ERlucT glycosylation luciferase reporter, 24 h; percent of 100 nM tunicamycin response;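 active = mean luciferase reporter signal, scaled so untreated is 0 and the glycosylation-blocking control 100, at or above a set limit in every replicate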;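 also: luciferase carries N-glycosylation sites so blocking glycosylation raises the light; 0% = median of neutral control wells and 100% = median of 100 nM tunicamycin wells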
# Exocytosis inh – blocks lytic granule exocytosis | TALL-104 LAMP-1 surface exposure, flow cytometry; cells stimulated with thapsigargin and PMA | inhibition, % at 10 µM | 360,000 tested, 0.66% active | AID 651702;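 active = inhibition above about 55%, limit read from the data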
# ABHD5 PLIN5 PPI – ABHD5-PLIN5 protein interaction inhibition; Q00G26+Q8WTS1; Split G. princeps luciferase complementation, luminescence, 4 h; inhibition, % at 4 µM; 360,000 tested, 0.78% active;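 active = inhibition above the mean inhibition across every tested compound plus 3 SD, cut at about 22% in these data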;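 also: 0% = DMSO only wells and the 100% control is not disclosed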
# Target sequence (Q00G26 whole entry, looked up): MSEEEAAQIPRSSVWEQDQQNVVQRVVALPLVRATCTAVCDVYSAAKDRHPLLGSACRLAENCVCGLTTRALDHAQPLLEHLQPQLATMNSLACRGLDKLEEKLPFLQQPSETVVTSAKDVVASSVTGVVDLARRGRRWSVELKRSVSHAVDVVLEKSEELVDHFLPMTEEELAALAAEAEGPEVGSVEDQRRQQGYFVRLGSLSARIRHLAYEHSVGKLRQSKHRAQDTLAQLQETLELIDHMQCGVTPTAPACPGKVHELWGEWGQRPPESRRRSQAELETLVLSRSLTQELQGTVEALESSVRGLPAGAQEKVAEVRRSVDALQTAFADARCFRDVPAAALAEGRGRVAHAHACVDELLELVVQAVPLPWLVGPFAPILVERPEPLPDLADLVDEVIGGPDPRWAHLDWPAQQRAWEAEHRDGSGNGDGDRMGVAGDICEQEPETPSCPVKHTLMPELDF
# Target sequence (Q8WTS1 whole entry, looked up): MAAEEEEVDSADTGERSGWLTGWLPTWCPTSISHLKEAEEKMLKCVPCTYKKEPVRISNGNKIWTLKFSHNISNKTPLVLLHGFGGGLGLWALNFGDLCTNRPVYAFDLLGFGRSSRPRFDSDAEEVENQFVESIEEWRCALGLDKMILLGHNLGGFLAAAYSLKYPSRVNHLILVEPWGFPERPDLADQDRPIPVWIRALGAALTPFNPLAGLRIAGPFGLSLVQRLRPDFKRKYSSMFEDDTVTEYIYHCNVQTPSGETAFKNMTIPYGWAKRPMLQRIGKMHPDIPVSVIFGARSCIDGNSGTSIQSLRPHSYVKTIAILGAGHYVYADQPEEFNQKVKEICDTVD
# * = called active by the depositor.
# Field names: A = ABCB6 inh MLPCN; B = Cardio protect; C = MC4R barr agon; D = aDG glyco act; E = MC4R antagonist; F = hiPSC survival; G = HTR2A ag; H = N-glyco inh; I = Exocytosis inh; J = ABHD5 PLIN5 PPI
(1) COc1nc(-c2ccccc2)nnc1-c1ccccc1
  A = 98; B = -10; C = -0.2; D = 0.2; E = 5; F = -2.3; G = 7; H = 2; I = -2; J = -2

(2) CC1=Nc2cc(C(=O)O)ccc2Sc2c(C)ccc(C)c21
  A = 98; B = 0; C = -3.2; D = 0.0; E = 1; F = 0.0; G = 2; H = -2; I = 0; J = 6

(3) CCC(C)NCCCOc1ccc(C)cc1OC (stereo not drawn)
  A = 93; B = 5; C = -0.4; D = 0.2; E = -6; F = 1.8; G = 2; H = 0; I = -1; J = -7

(4) CCOCCCNC(=S)N1CCN(C(=O)C(=O)Nc2ccc(C(=O)OC)cc2)CC1
  A = 99; B = 10; C = -1.4; D = -0.1; E = -2; F = 4.2; G = 0; H = 1; I = 0; J = -2

(5) O=c1[nH]c2ccccc2nc1C(F)(F)F
  A = 97; B = 34; C = -1.2; D = 0.0; E = -6; F = 0.1; G = -1; H = 0; I = -3; J = 1

(6) O=C(Nc1ccccc1Cl)c1cc(C2CCCN(C(=O)c3ccccc3)C2)on1 (stereo not drawn)
  A = 103; B = -5; C = -0.1; D = 0.3; E = 18; F = -1.6; G = 5; H = -1; I = -7; J = 9

(7) CCCCC(NC(=O)Cc1c(C)c2cc3c4c(oc3c(C)c2oc1=O)CCCC4)C(=O)O (stereo not drawn)
  A = 101; B = 0; C = -0.2; D = 0.0; E = 11; F = -0.4; G = 3; H = 1; I = 1; J = -2

(8) N#Cc1c(Cn2cncn2)nc(=O)n(-c2ccccc2)c1N
  A = 102; B = 11; C = 0.3; D = 0.0; E = -6; F = 0.4; G = 1; H = 0; I = 5; J = 0

(9) O=C(NC1CCCCCC1)c1cccnc1Sc1ccc(Cl)cc1
  A = 102; B = -4; C = 11*; D = 0.1; E = 5; F = -2.9; G = -1; H = -1; I = -4; J = 2

(10) Cc1nc2ccccc2c(=O)n1NC(=O)c1ccccc1
  A = 95; B = -3; C = 1.4; D = -0.1; E = 2; F = -0.6; G = 3; H = 1; I = -7; J = 4

# Fetched by structure from the list above:
# Field names: A = ABCB6 inh MLPCN; B = Cardio protect; C = MC4R barr agon; D = aDG glyco act; E = MC4R antagonist; F = hiPSC survival; G = HTR2A ag; H = N-glyco inh; I = Exocytosis inh; J = ABHD5 PLIN5 PPI
(3) CCC(C)NCCCOc1ccc(C)cc1OC (stereo not drawn)
  A = 93; B = 5; C = -0.4; D = 0.2; E = -6; F = 1.8; G = 2; H = 0; I = -1; J = -7

(1) COc1nc(-c2ccccc2)nnc1-c1ccccc1
  A = 98; B = -10; C = -0.2; D = 0.2; E = 5; F = -2.3; G = 7; H = 2; I = -2; J = -2

(10) Cc1nc2ccccc2c(=O)n1NC(=O)c1ccccc1
  A = 95; B = -3; C = 1.4; D = -0.1; E = 2; F = -0.6; G = 3; H = 1; I = -7; J = 4

(7) CCCCC(NC(=O)Cc1c(C)c2cc3c4c(oc3c(C)c2oc1=O)CCCC4)C(=O)O (stereo not drawn)
  A = 101; B = 0; C = -0.2; D = 0.0; E = 11; F = -0.4; G = 3; H = 1; I = 1; J = -2

# Some of the entries above, reformatted.
nr	SMILES	ABCB6 inh MLPCN	Cardio protect	MC4R barr agon	aDG glyco act	MC4R antagonist	hiPSC survival	HTR2A ag	N-glyco inh	Exocytosis inh	ABHD5 PLIN5 PPI
8	N#Cc1c(Cn2cncn2)nc(=O)n(-c2ccccc2)c1N	102	11	0.3	0.0	-6	0.4	1	0	5	0
9	O=C(NC1CCCCCC1)c1cccnc1Sc1ccc(Cl)cc1	102	-4	11*	0.1	5	-2.9	-1	-1	-4	2

# Continuation.
# Field names: A = ABCB6 inh MLPCN; B = Cardio protect; C = MC4R barr agon; D = aDG glyco act; E = MC4R antagonist; F = hiPSC survival; G = HTR2A ag; H = N-glyco inh; I = Exocytosis inh; J = ABHD5 PLIN5 PPI
(11) COc1ccc(CNC(=O)C(=O)NCc2ccncc2)cc1
  A = 95; B = 9; C = -0.8; D = -0.5; E = 8; F = 4.4; G = 1; H = 1; I = -1; J = 5

(12) Cc1ccc(S(=O)(=O)Nc2ccc3c(c2)nc(CCN2CCCCC2)n3C)cc1
  A = 94; B = -2; C = -0.3; D = 0.0; E = -1; F = -0.4; G = -5; H = -6; I = 2; J = 9

(13) CCOC(=O)c1[nH]c2ccc(OC)cc2c1NC(=O)CN1CCC2(CC1)OCCO2
  A = 101; B = 0; C = -1.1; D = -0.2; E = 4; F = 0.9; G = 3; H = 3; I = -3; J = -4

(14) CC(C)(C)C(=O)CSc1nccc(=O)[nH]1
  A = 95; B = -4; C = -1.4; D = -0.3; E = 1; F = -0.6; G = 1; H = 1; I = 7; J = -6

(15) Cn1ccc2cc(-c3ccc4ncnc(NCc5cccs5)c4c3)ccc21
  A = 97; B = -12; C = -0.6; D = -0.2; E = -5; F = -2.1; G = 6; H = 3; I = 1; J = 6

(16) CCNC(=O)C1(C)CCN(C(=O)c2cccc(C#N)c2)C1 (stereo not drawn)
  A = 97; B = -2; C = 1.6; D = 0.2; E = 2; F = 3.6; G = 7; H = 0; I = -4; J = 3

(17) O=[N+]([O-])c1ccc2c(c1)oc1ccccc12
  A = 97; B = -4; C = 1.7; D = -0.3; E = -3; F = -0.8; G = 3; H = 2; I = -3; J = -1

(18) CCOC(=O)c1[nH]c2c(c1C)C(=O)CC(c1ccc(F)cc1)C2 (stereo not drawn)
  A = 99; B = -25; C = -0.5; D = 0.1; E = -28; F = 0.4; G = 0; H = 15; I = -1; J = 3

(19) CNc1ccc(C(=O)OCC(=O)NC(=O)NC2CCCCC2)cc1[N+](=O)[O-]
  A = 87; B = -6; C = -1.8; D = 0.6; E = 3; F = 4.5; G = 6; H = 0; I = 0; J = -2

(20) COc1ccc(COC(=O)NNC(=O)c2ccc(OC)cc2)cc1
  A = 95; B = -6; C = -2.9; D = 0.0; E = -3; F = 0.0; G = -4; H = 1; I = 7; J = -2

(21) Cc1nc2c(=O)oc3ccccc3c2n1-c1ccccc1
  A = 99; B = -2; C = 2.9; D = 0.0; E = 1; F = 1.2; G = 0; H = 3; I = 4; J = -2

(22) COc1ccc(C)cc1-n1c(SCC(=O)NCC2CCCO2)nc2c([nH]c3ccccc32)c1=O (stereo not drawn)
  A = 99; B = 4; C = 2.7; D = 1.3; E = 3; F = -0.4; G = 2; H = 0; I = 29; J = 15

(23) CC(=O)c1c(C)[nH]c(C(=O)Nc2ccccc2Cl)c1C
  A = 97; B = 8; C = -0.4; D = 0.1; E = -1; F = 0.1; G = -2; H = 7; I = -8; J = 1

(24) CCOc1ccccc1NC(=O)CN1CCN(C(=O)C2CCCO2)CC1 (stereo not drawn)
  A = 96; B = -2; C = -1.8; D = 0.1; E = -4; F = -0.2; G = 0; H = 2; I = 0; J = -2

(25) CCCN1CNC(=S)N(Cc2ccccc2)C1
  A = 110; B = -3; C = -1.7; D = 0.2; E = 3; F = -0.1; G = -3; H = 1; I = -10; J = -12

(26) Cc1nn(-c2ccccc2)c(C)c1S(=O)(=O)O
  A = 94; B = 0; C = -1.2; D = -0.2; E = 6; F = 2.0; G = -3; H = 1; I = -2; J = -2

(27) CCOC(=O)N1CCC(N2CCCC(C(=O)c3cccc(OC(C)C)c3)C2)CC1 (stereo not drawn)
  A = 100; B = 2; C = -0.7; D = 0.0; E = 1; F = -0.4; G = 0; H = -1; I = -1; J = 2

(28) CCc1cc2cc(C(=O)Nc3ccc(F)cc3)sc2s1
  A = 95; B = -7; C = 0.7; D = 0.1; E = 0; F = -1.2; G = 2; H = -1; I = 1; J = -4

(29) CC1(C)Cc2nc(N)c(C(=O)NCCO)cc2CO1
  A = 96; B = 11; C = -0.8; D = -0.1; E = 7; F = -2.9; G = -1; H = 2; I = 3; J = -6

(30) O=[N+]([O-])c1ccc(N2CCN(S(=O)(=O)c3cnc[nH]3)CC2)cc1
  A = 100; B = -2; C = -1.2; D = -0.1; E = 2; F = 0.6; G = -3; H = 0; I = -1; J = 5

(31) CCOC(=O)c1c(C)nc2ccccc2c1-c1ccccc1
  A = 98; B = -6; C = 0.2; D = 0.0; E = -1; F = -0.4; G = -4; H = -1; I = 2; J = -3

(32) Clc1ccccc1-c1nnc2sc(C3COc4ccccc4O3)nn12 (stereo not drawn)
  A = 44*; B = -11; C = 0.2; D = 0.0; E = -4; F = -1.3; G = -4; H = -6; I = 4; J = 0

(33) O=C(CN(C(=O)Cn1nnc(-c2ccc(F)cc2)n1)C1CCCC1)NC1CCCC1
  A = 100; B = 2; C = -0.6; D = -0.1; E = 3; F = -2.5; G = -4; H = -2; I = -1; J = -8

(34) COc1ccccc1N1CCN(c2nc3c(C)cccn3c(=O)c2C=O)CC1
  A = 87; B = 0; C = 0.5; D = -0.1; E = 14; F = 5.5; G = -5; H = -2; I = -2; J = -3

(35) O=C(Cc1ccccc1Cl)NC1(O)C(=O)c2ccccc2C1=O
  A = 99; B = -3; C = -2.3; D = -0.1; E = 0; F = -0.3; G = -2; H = 1; I = 13; J = -29

(36) CC(=O)Nc1ccc2c(=O)n(-c3ccccc3)sc2c1
  A = 101; B = -29; C = -2.1; D = 0.1; E = 9; F = -0.5; G = -2; H = -1; I = 69*; J = 79*

(37) COCCNC(=O)[C@@H]1CCCN1S(=O)(=O)c1cccc2cccnc12
  A = 96; B = 1; C = -0.4; D = -0.2; E = -1; F = 2.0; G = -2; H = 0; I = 0; J = -10

(38) CCN(C[C@H]1N[C@@](C)(C(=O)OC)[C@H]2C(=O)N(C)C(=O)[C@@H]12)C(=O)Nc1ccc(C(F)(F)F)cc1
  A = 96; B = 2; C = -0.8; D = 0.1; E = 1; F = -2.0; G = 10; H = 2; I = -2; J = -4

(39) Cc1ccc(NC(=O)N2CCN(C)CC2)cc1NC(=O)N1CCN(C)CC1
  A = 103; B = -5; C = -2.4; D = -0.1; E = -2; F = -0.3; G = 6; H = 1; I = 0; J = -3

(40) CC/C(=N\NC(=O)CSCc1ccc(Cl)cc1)c1ccc2c(c1)OCCO2
  A = 85; B = -11; C = 0.4; D = 0.1; E = 1; F = -0.7; G = -4; H = -1; I = -1; J = -2

(41) CCOc1cc(C2c3c(-c4ccccc4)n[nH]c3C(=O)N2c2ccc(C(=O)O)cc2)ccc1O (stereo not drawn)
  A = 100; B = -1; C = -2.5; D = 0.3; E = 20; F = 1.5; G = -1; H = 1; I = -9; J = 7

(42) O=C(NCC1CCCO1)C1CCC(CNS(=O)(=O)c2ccccc2)CC1 (stereo not drawn)
  A = 100; B = 3; C = 0.0; D = 0.0; E = 8; F = -1.5; G = -4; H = 2; I = -4; J = 2

(43) O=C1COc2ccc(C(=O)COC(=O)/C=C/c3cccc(F)c3)cc2N1
  A = 94; B = -1; C = 5.2; D = 0.8; E = 2; F = -0.3; G = 0; H = 1; I = 5; J = 1
